RGS7-Gao = human RGS7-Galphao interaction regulation; Multiplexed bead flow cytometry, RGS7-Galphao binding; actives lie on both sides; hit rate 0.35% among 220,000; binding response (% of control), % at 10 µM; P09471; in the data active = binding response below about 49% or above about 150%; inconclusive = no clear call, values can overlap the other calls; inactive = in between;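 also: fluorescent Galphao held in activated GDP-AlF4 state binding bead-coupled RGS7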
Bfl-1 Bim block = inhibitors of Bim-Bfl-1 interaction, human; inhibition, % at 10 µM; AID 1008; Bead-based flow cytometry, Bim-Bfl-1 binding inhibition; hit rate 0.12% among 190,000;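 also: 0% = wells without compound plus tracer and 100% = blocker peptide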
RGS4-Gao reg = modulates binding of RGS4 to human Galphao; P09471; Multiplexed bead flow cytometry; actives lie on both sides; binding response (% of control), % at 10 µM; hit rate 0.33% among 220,000; AID 1415; in the data active = binding response below about 49% or above about 150%; inactive = in between;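 also: fluorescent Galphao activated with aluminum fluoride binding bead-coupled RGS4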
Bim-Mcl-1 = disrupts Bim peptide binding to human Mcl-1; Q07820; Bead-based flow cytometry, Bim peptide-Mcl-1 binding; inhibition, % at 10 µM; hit rate 0.1% among 190,000;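 also: 0% = no compound tracer wells and 100% = peptide blocker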
Target sequence (Q07820 whole entry, looked up): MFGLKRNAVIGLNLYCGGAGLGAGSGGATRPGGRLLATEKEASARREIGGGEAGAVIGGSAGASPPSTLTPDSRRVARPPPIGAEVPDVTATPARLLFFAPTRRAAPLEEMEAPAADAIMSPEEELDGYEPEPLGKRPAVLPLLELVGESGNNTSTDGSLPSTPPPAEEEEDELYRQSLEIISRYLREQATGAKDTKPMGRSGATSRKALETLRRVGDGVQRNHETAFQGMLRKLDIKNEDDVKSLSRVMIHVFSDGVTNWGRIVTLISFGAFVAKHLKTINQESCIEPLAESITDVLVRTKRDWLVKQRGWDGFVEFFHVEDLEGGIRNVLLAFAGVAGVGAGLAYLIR
Bcl-XL Bim block = human Bim-Bcl-XL interaction inhibition; Q07817; Bim peptide-Bcl-XL binding, bead flow cytometry, fluorescence; inhibition, % at 10 µM; hit rate 0.04% among 190,000; AID 1007
Target sequence (Q07817 whole entry, looked up): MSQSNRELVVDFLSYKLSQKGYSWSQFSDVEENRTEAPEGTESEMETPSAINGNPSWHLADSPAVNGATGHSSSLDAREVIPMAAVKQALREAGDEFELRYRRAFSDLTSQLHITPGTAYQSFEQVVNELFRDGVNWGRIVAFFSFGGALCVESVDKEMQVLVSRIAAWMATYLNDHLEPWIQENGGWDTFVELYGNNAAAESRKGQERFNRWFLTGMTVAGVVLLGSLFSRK
Bcl-2 Bim block = inhibitors of Bim-Bcl-2 interaction, human. Bead-based flow cytometry, Bim peptide-Bcl-2 binding. AID 950. inhibition, % at 10 µM. P10415. hit rate 0.06% among 190,000; in the data active = inhibition above about 40%; inconclusive = no clear call, values can overlap the other calls;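 also: 0% = no compound wells with probe peptide and 100% = reference peptide inhibitor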
Mcl1-Bid inh = Mcl-1/Bid interaction inhibition | TR-FRET Mcl-1/Bid-Dy647 peptide binding, 1536-well | inhibition, % at 21.7 µM | hit rate 0.97% among 220,000 | Q07820;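 active = compounds that cut the binding signal by more than half at the single screening dose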;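 also: His-tagged Mcl-1 with europium anti-His antibody binding Bid BH3 peptide; 0% = Mcl-1 plus peptide wells and 100% = peptide-only wells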
Bim-Bcl-B = human Bim-Bcl-B interaction inhibition; bead-based flow cytometry, Bim peptide-Bcl-B binding; Q9HD36; inhibition, % at 10 µM; hit rate 0.073% among 190,000;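 also: 0% = tracer peptide without compound and 100% = reference inhibitor peptide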
Target sequence (Q9HD36 whole entry, looked up): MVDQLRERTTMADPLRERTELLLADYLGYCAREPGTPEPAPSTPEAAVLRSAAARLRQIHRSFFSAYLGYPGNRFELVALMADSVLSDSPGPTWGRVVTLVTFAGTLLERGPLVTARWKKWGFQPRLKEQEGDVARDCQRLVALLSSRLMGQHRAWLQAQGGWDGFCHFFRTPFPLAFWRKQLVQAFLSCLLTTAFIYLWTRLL
GSH fluor = GSH bead compound fluorescence profile | GSH beads flow cytometry, compound fluorescence 488/530 nm; hits give high values | fluorescence (KMESF) at 10 µM | hit rate 0.25% among 190,000 | AID 1776; in the data active = fluorescence above about 89;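 also: glutathione beads carrying GST-tagged Bcl family fusion proteins plus one bare bead set; values are compound well signal with DMSO vehicle wells as background; inactives centre near 16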
Bim-Bcl-W = human Bim-Bcl-W interaction inhibition; Q92843; bead-based flow cytometry, Bim peptide-Bcl-W binding; inhibition, % at 10 µM; hit rate 0.02% among 190,000;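 also: 0% = bound tracer without compound and 100% = peptide blocker; higher means less fluorescent Bim peptide bound to Bcl-W beads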
Target sequence (Q92843 whole entry, looked up): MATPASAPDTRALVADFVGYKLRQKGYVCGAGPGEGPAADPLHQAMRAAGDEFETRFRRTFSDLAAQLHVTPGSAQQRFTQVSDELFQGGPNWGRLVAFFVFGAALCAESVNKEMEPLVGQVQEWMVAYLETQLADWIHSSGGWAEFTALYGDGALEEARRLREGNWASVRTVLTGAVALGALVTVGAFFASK
RGS8-Gao reg = modulates binding of RGS8 to human Galphao; P09471; multiplexed bead flow cytometry; actives lie on both sides; response (percent of control binding), % at 10 µM; hit rate 0.34% among 220,000; AID 1423; in the data active = response below about 60% or above about 140%; inactive = in between;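 also: Galphao activated as the GDP aluminium fluoride complex binding bead-coupled RGS8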
Active calls of the source: *; u = inconclusive. Rule as the data show it, unless noted: active = inhibition above about 40%. The order is random, and some 1.8% of all compounds hit somewhere here.

RGS8-Gao reg | RGS7-Gao | Bim-Bcl-B | Bcl-2 Bim block | Bim-Mcl-1 | Mcl1-Bid inh | Bfl-1 Bim block | GSH fluor | RGS4-Gao reg | Bcl-XL Bim block | Bim-Bcl-W | molecule
101 | 104 | -2 | 1 | 4 | -9 | 7 | 4 | 101 | 1 | 3 | CCN1CCc2nc(SCC(=O)Nc3ccc(OC)cc3)c(C#N)cc2C1
97 | 97 | -1 | -3 | 0 | -13 | 0 | 70 | 99 | -2 | -1 | O=C(NCc1ccccc1)C1C2C=CC3(CN(Cc4cccnc4)C(=O)C13)O2 (stereo not drawn)
101 | 101 | -2 | 0 | -2 | 43 | 0 | 22 | 100 | -1 | -1 | CCc1nnc(NC(=O)CSc2ccc(-c3nc4ccccc4[nH]3)cn2)s1
99 | 103 | -10 | -12 | -2 | 19 | -17 | 19 | 98 | -12 | -8 | O=C(COc1ccc(C(=O)c2ccc(F)cc2)cc1)NCc1ccc(F)cc1
94 | 90 | -5 | -2 | 1 | -54 | -8 | 26 | 96 | -3 | 0 | Cc1cc(C)c2c3c(sc2n1)C(c1ccccc1)C(C#N)=C(N)O3 (stereo not drawn)
100 | 98 | -10 | -11 | -2 | -13 | -6 | 11 | 97 | -6 | 1 | Cc1cc(C(=O)NCc2cc(C(=O)O)oc2C)c(C)o1
100 | 101 | -3 | -2 | 1 | -38 | -5 | 8 | 102 | -2 | -1 | COc1ccc(NC(=O)CCSCCc2ccccn2)cc1OC
94 | 89 | 0 | -2 | -2 | -6 | -1 | 14 | 104 | 0 | -2 | Cc1cc(N2CCCCC2)nc(NCc2ccccc2)n1
106 | 104 | -10 | -8 | -1 | -37 | -9 | 21 | 101 | -7 | 0 | COc1ccc(C2CC(c3ccccc3)Nc3nc(NC(=O)c4cccs4)nn32)cc1 (stereo not drawn)
125 | 112 | 3 | 1 | 4 | -5 | 1 | 9 | 109 | 2 | -1 | CC(C)N1CCN(Cc2ccoc2)CC1CCO (stereo not drawn)
100 | 101 | -8 | -5 | -8 | -8 | -14 | 19 | 102 | -9 | -7 | COc1ccc(NC(=O)COC(=O)C2CCCCC2)c([N+](=O)[O-])c1
96 | 90 | -1 | -4 | -2 | -19 | -6 | 11 | 93 | -3 | -3 | CC1(C)CC(=O)C2=C(C1)N(c1ccccc1)C(=O)CC2c1ccc(O)cc1 (stereo not drawn)
88 | 96 | 1 | 3 | 0 | 1 | 1 | 7 | 98 | 1 | 2 | COc1ccc(C(C[N+](=O)[O-])n2nc(C)cc2C)cc1 (stereo not drawn)
101 | 100 | -8 | -9 | 1 | -26 | -13 | 38 | 102 | -16 | 2 | CCCCOC(=O)CCc1nc2ccccc2[nH]c1=O
97 | 95 | 0 | -1 | -1 | 5 | 0 | 64 | 96 | -4 | 0 | O=C(COc1ccc(Cl)cc1)NCc1cn2cc(Cl)ccc2n1
101 | u | -6 | -2 | -2 | -34 | -3 | 14 | 99 | 0 | 0 | CC(C)C(NC(=O)c1ccccc1Br)c1ccccc1 (stereo not drawn)
98 | 103 | -6 | -9 | -4 | -28 | -9 | 24 | 103 | -4 | -4 | Cc1cc(C)cc(-c2nnc(SCC(=O)NCc3cccs3)o2)c1
90 | 92 | -2 | 1 | -7 | 3 | -4 | 32 | 97 | -2 | -7 | CC(C)Cn1c(SCc2nc3ccccc3c(=O)[nH]2)nc2ccccc2c1=O
104 | u | 0 | 0 | -3 | -17 | 5 | 14 | 105 | 0 | -1 | O=C(CCNC(=O)Cn1ccc2ccccc2c1=O)NCc1ccccn1
94 | 99 | -5 | -1 | 1 | 5 | -8 | 37 | 90 | -2 | 5 | O=C1c2ccccc2C(=O)N1CCCC(=O)N1CCc2ccccc21
103 | 103 | -5 | -3 | -1 | 11 | -2 | 13 | 102 | -6 | -4 | COc1cc(OC)c(C(=O)Nc2ccccc2-c2ccccc2)cc1OC
104 | 101 | -8 | -6 | 0 | 10 | -9 | 36 | 104 | 0 | -1 | O=C(O)/C(=C1/OC(=O)c2ccccc21)c1ccccc1
104 | 106 | -5 | 10 | 0 | -15 | 1 | 20 | 108 | -4 | 0 | Cc1oc2ccc(O)cc2c1C(=O)OC(C)C
94 | 88 | -6 | -10 | -13 | -89 | -21 | 19 | 90 | -8 | -4 | O=C1C2C3C=CC(CC3)C2C(=O)N1/N=C/c1ccc(O)c(O)c1 (stereo not drawn)
98 | 98 | 2 | 3 | 0 | -5 | 2 | 24 | 100 | -4 | -1 | O=C(NC1CCc2ccccc21)C12CN(Cc3ccccc3)CC1C(c1cccc([N+](=O)[O-])c1)=NO2 (stereo not drawn)
97 | 100 | -2 | -3 | -1 | 3 | -5 | 20 | 102 | -5 | 0 | Fc1ccccc1-c1nc(-c2ccccc2)no1
98 | 98 | -18 | -13 | -7 | -17 | -9 | 14 | 96 | -9 | 0 | COc1cccc(-c2cc(C(F)(F)F)nc(N3CCC(C)CC3)n2)c1
95 | 93 | 8 | 8 | 8 | -49 | 2 | 1 | 98 | 19 | 9 | CCOc1cc(/C=C2\SC(=O)N=C2N)ccc1O
99 | 98 | 0 | -1 | -4 | -22 | -2 | 10 | 97 | -5 | -2 | CCC(=O)Nc1ccc(NC(=O)CSc2nnnn2CC)cc1C
103 | 101 | -2 | 0 | 5 | -15 | -5 | 23 | 102 | 0 | 0 | O=C(CCN1C(=O)c2ccc([N+](=O)[O-])cc2C1=O)Nc1nccs1
103 | 99 | -2 | -1 | 1 | -31 | -4 | 9 | 102 | -2 | 0 | Cc1ccc(NC(=O)CN(c2ccc(Cl)cc2)S(=O)(=O)c2cc([N+](=O)[O-])ccc2Cl)c(C)c1
102 | 102 | 0 | 1 | 3 | 0 | 0 | 18 | 98 | 2 | 0 | CC(=O)Cc1nsc(NC(=O)c2c(-c3ccccc3Cl)noc2C)n1
100 | 105 | -14 | 2 | -1 | -108 | 6 | 9 | 100 | -6 | 7 | COc1ccc(/C=N/n2c(-c3cccs3)n[nH]c2=S)cc1
79 | 96 | -3 | 0 | -1 | 4 | 1 | 12 | 96 | -3 | -1 | O=C(CSc1ncn[nH]1)Nc1nsc(-c2ccccc2)n1
100 | u | -3 | 1 | 2 | -18 | 0 | 9 | 99 | 1 | -1 | O=C(CSc1nnc2ccc(-c3ccncc3)nn12)N1CCCCC1
100 | u | -11 | -5 | -2 | -14 | 0 | 17 | 103 | -2 | -1 | CN=c1scc(-c2ccccc2Br)n1/N=C/c1ccc[nH]1
102 | 101 | -5 | -7 | -1 | -27 | -13 | 25 | 103 | 0 | 2 | CCc1nnc(NC(=O)CSc2nnc(Cc3cccn3C)n2C)s1
103 | 101 | 0 | 3 | 12 | -73 | 0 | 21 | 99 | -7 | 0 | COCCN(C(=S)Nc1cccc(OC)c1)C1CCN(C(C)=O)CC1
101 | 98 | 0 | -2 | -6 | 20 | -4 | 17 | 102 | -3 | -5 | Cc1ccccc1OCC(=O)NC(=S)Nc1ccc(Br)c(C)n1
101 | 92 | -2 | -1 | 0 | -15 | 0 | 15 | 102 | -1 | -1 | CC(C)Nc1nc(Oc2ccc(Cl)cc2)cc(C(F)(F)F)n1
97 | 110 | -16 | -12 | -7 | -8 | -5 | 30 | 93 | 0 | -3 | COCCOC(=O)C1=C(C)N=c2s/c(=C\c3cccs3)c(=O)n2C1c1cccs1 (stereo not drawn)
101 | 93 | -4 | -5 | 0 | -55 | -4 | 22 | 100 | -1 | 2 | CC(C)Cc1ccc(-c2cc(=O)[nH][nH]2)cc1
94 | 93 | -5 | -7 | 0 | -78 | -5 | 55 | 88 | 3 | 2 | Cn1nc(C(F)(F)F)c2cc(NC(=O)OCC(C)(C)C)sc21
100 | 97 | -7 | -4 | -1 | 1 | -14 | 17 | 101 | -7 | -6 | O=C(CSc1nc(-c2ccc(F)cc2)cs1)Nc1ccccn1
96 | 103 | -2 | -3 | -2 | -24 | -4 | 37 | 107 | 7 | -3 | Cc1c(Br)cc(C(=O)N2CCCC2)c(C)c1C
103 | u | -1 | 0 | 1 | -23 | -4 | 15 | 105 | 0 | 0 | COc1cccc(Cn2c(=O)ccc3ccccc32)c1
96 | 97 | -10 | -4 | -7 | -38 | -3 | 15 | 91 | -6 | -1 | S=C(Nc1ccccc1)N1CCN(c2ccc(N3CCOCC3)nn2)CC1
96 | 90 | -11 | -8 | -5 | -19 | -18 | 19 | 98 | -11 | -5 | CCc1ccc(OCC(=O)NNC(=O)Cc2cccs2)cc1
100 | 96 | -3 | -3 | -1 | 0 | -6 | 10 | 98 | -4 | -4 | CC(C)CC(C(=O)NC1CCCC1)N(Cc1ccc2c(c1)OCO2)C(=O)c1snc(C(N)=O)c1N (stereo not drawn)
100 | 102 | -19 | -10 | -2 | -1 | -8 | 30 | 102 | 2 | 0 | O=C(CCNS(=O)(=O)c1cccc2nsnc12)N1CCc2ccccc21

Random excerpt: 4 entries already listed.
RGS8-Gao reg | RGS7-Gao | Bim-Bcl-B | Bcl-2 Bim block | Bim-Mcl-1 | Mcl1-Bid inh | Bfl-1 Bim block | GSH fluor | RGS4-Gao reg | Bcl-XL Bim block | Bim-Bcl-W | molecule
100 | 98 | -10 | -11 | -2 | -13 | -6 | 11 | 97 | -6 | 1 | Cc1cc(C(=O)NCc2cc(C(=O)O)oc2C)c(C)o1
101 | 98 | 0 | -2 | -6 | 20 | -4 | 17 | 102 | -3 | -5 | Cc1ccccc1OCC(=O)NC(=S)Nc1ccc(Br)c(C)n1
100 | u | -11 | -5 | -2 | -14 | 0 | 17 | 103 | -2 | -1 | CN=c1scc(-c2ccccc2Br)n1/N=C/c1ccc[nH]1
96 | 90 | -1 | -4 | -2 | -19 | -6 | 11 | 93 | -3 | -3 | CC1(C)CC(=O)C2=C(C1)N(c1ccccc1)C(=O)CC2c1ccc(O)cc1 (stereo not drawn)

Next part:
RGS8-Gao reg | RGS7-Gao | Bim-Bcl-B | Bcl-2 Bim block | Bim-Mcl-1 | Mcl1-Bid inh | Bfl-1 Bim block | GSH fluor | RGS4-Gao reg | Bcl-XL Bim block | Bim-Bcl-W | molecule
103 | 104 | -12 | -29 | 0 | -12 | -3 | 13 | 106 | -6 | -2 | CC(=O)Nc1ccc(OC(=O)c2c(-c3ccccc3Cl)noc2C)cc1
100 | 98 | -6 | -4 | -4 | -2 | -13 | 30 | 98 | -6 | -2 | CCn1c(SCC(=O)Nc2ccccc2F)nc2c(c1=O)SC(C)C2 (stereo not drawn)
100 | 102 | -2 | 1 | -1 | -19 | -4 | 18 | 100 | -3 | -3 | COc1ccc(OCC(O)CN2C(=O)NC(C)(C)C2=O)cc1 (stereo not drawn)
103 | 107 | 0 | -1 | 1 | 8 | -4 | 10 | 105 | 2 | 2 | O=C1OCCC1Sc1ncnc2sc3c(c12)CCC3 (stereo not drawn)
97 | 99 | -3 | -4 | -5 | -6 | -8 | 8 | 98 | -1 | -2 | COc1ccc(C(=O)NNC(=O)CSc2nc3c(c(=O)n(C)c(=O)n3C)n2C)cc1
81 | 88 | -2 | 1 | -1 | -98 | 0 | 9 | 66 | 0 | 5 | COc1cccc(CNc2ccc(F)c(Cl)c2)c1O
101 | u | 0 | 0 | -1 | -31 | 0 | 10 | 96 | 1 | 2 | Cc1nc2cc(N)ccc2n1-c1ccccc1
102 | 96 | -5 | 0 | 0 | 1 | 1 | 14 | 105 | -4 | 0 | O=C(Cn1cnc2ccccc2c1=O)NCC(=O)N1CCOCC1

Assay outcomes from PubChem.
